Abeta rescue: compounds reversing amyloid beta toxicity in yeast. Potency, µM (series often up to 46.1 µM), without a hit: top-dose growth rescue, most hits filed as activators. yeast expressing A-beta42, growth rescue, OD600, 48 h; response scale: 0% DMSO, 100% iron-clioquinol control. 410,000 compounds, 0.063% hits. AID 1347071; further: potency means the concentration at half of the fitted maximal effect; nearly all actives have a fitted effect of over 55% in size
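Growth rescue measured by 600 nm absorbance after 48 h yeast culture at 30 C with compound. Values normalized between DMSO and an equimolar ferric chloride plus clioquinol control.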
TGFb SMAD3 inh: inhibitors of TGF-b signaling; HepG2 CAGA-GFP TGF-b/SMAD3 reporter, GFP fluorescence, 18 h; TGF-beta stimulated, 500 pg/mL final; Potency, µM (doses to about 46.1 µM), without a hit: top-dose activity, negative = inhibition, hits mostly inhibitors; 410,000 compounds, 1.2% hits; further: potency means the concentration at half of the fitted maximal effect; on the % scale 0 is the no-effect control and ±100 the full control effect; nearly all actives have a fitted effect of over 65% in size
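GFP signal (ex488/em500-530) from TGF-beta-stimulated HEPG2 CAGA-GFP cells, 500 pg/mL final, 18 h at 37 degrees C in DMEM plus 1% FBS, normalized to unstimulated and DMSO-stimulated controls.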
A549 viability: kills or reduces viability of A549 cells in Nrf2 counter-screen | A549 ARE-Fluc cells, CellTiter-Fluor viability, 18-24 h | 390,000 compounds, 0.16% hits | Potency, µM (top dose mostly 46 µM), for the others: top-dose activity change, negative = cytotoxicity, actives largely listed as inhibitors; further: potency means the concentration at half of the fitted maximal effect; on the % scale 0 is the no-effect control and ±100 the full control effect
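Cytotoxicity counterscreen: CellTiter-Fluor fluorescence was measured in A549 ARE_Fluc cells after 18-24 h of compound exposure in a concentration series. The subsequent BugLite luminescent read reports ARE-luciferase activity.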
CCT modulator: cytosolic chaperonin activity modulation. 360,000 compounds, 0.3% hits. purified chaperonin ATPase assay, HTRF ADP detection, 30 min. activity change, % (no concentration beside the values), hits read low. AID 651819; in the data active means activity change below about -30%; further: on the % scale 0 is the no-effect control and ±100 the full control effect
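TRiC (40 or 20 nM final, by batch activity) in 30 mM Tris pH 7.4, 100 mM KCl, 5 mM MgCl2, 1 mM DTT was treated with compound at 76 uM single dose, then 10 uM ATP, 30 min at 37 °C. ADP was read by HTRF Transcreener.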
Nrf2 ARE act: activates Nrf2 signaling | AREc32 ARE-luciferase reporter (MCF7-derived line), luminescence, 24 h | Potency, µM (doses to about 46.1 µM), without a hit: at the highest dose activation, usual class: activators | 410,000 compounds, 0.31% hits | AID 624171; further: potency means the concentration at half of the fitted maximal effect; % of control where 0% means no effect; nearly all actives have a fitted effect of over 65% in size
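AREc32 cells carrying an ARE-driven firefly luciferase, 1000 cells/well in OPTI-MEM with 5% FBS, dosed after overnight attachment and incubated 24 hr at 37 deg C. Steady-Glo luminescence read after 30 min at RT.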
MmCpn inh: inhibitors of Methanococcus maripaludis chaperonin (MmCpn); 330,000 compounds, 0.031% hits; Potency, µM (doses to about 76.9 µM), inactives show at the top dose activity, negative = inhibition, most hits filed as inhibitors; purified Mm-Cpn ATPase, ADP Transcreener TR-FRET; AID 504842; further: potency means the concentration at half of the fitted maximal effect; on the % scale 0 is the no-effect control and ±100 the full control effect; nearly all actives have a fitted effect of over 80% in size
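ATPase turnover read by TR-FRET ADP competition (Eu cryptate antibody/ADP-d2, 665/590 nm): 10uM ATP final, 25nM Mm-CPN final, 30 min 37degC after 10-min compound preincubation, pH 7.4 Tris/KCl/MgCl2/DTT buffer.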
pAkt inh: inhibitors of Akt phosphorylation; activity change, % for hits at 50 µM; Neuro2A IGF-stimulated pAkt S473 HTRF, 20 min; hits give low values; 360,000 compounds, 0.32% hits; in the data active means activity change below about -80%; inconclusive means mostly about -51% to -80%; further: on the % scale 0 is the no-effect control and ±100 the full control effect
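Neuro2A cells in DMEM with 0.5% FBS, overnight at 37 deg C, given compound at single 50 µM final, then IGF (6 nM final) for 20 min at 37 deg C. Lysed; phospho-Akt Ser473 by HTRF after 24 h, 665/615 ratio.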
HepG2 tox: HepG2 cytotoxicity, counter-screen for TGF-b inhibitors. HepG2 CAGA-GFP viability, ATP luminescence, 18 h. Potency, µM (titrated, usually from 46.1 µM), without a hit: top-dose activity change, negative = cytotoxicity, usual class: cytotoxic. 410,000 compounds, 0.76% hits. AID 588856; further: potency means the concentration at half of the fitted maximal effect; some results filed as inactive show a strong effect at the top dose
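CellTiter-Glo luminescence gave cytotoxicity after 18 hours at 37 degrees C. The cells were HepG2 CAGA-GFP in 1% FBS DMEM, stimulated with 500 pg/mL TGF-beta after compound addition. %Activity was normalised to no-cell wells (complete cell-killing) and DMSO (no toxicity), and curves were fitted and classified.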
Nrf2 block: blocks Nrf2 signaling; A549 ARE-Fluc reporter, luciferase luminescence, 18-24 h; Potency, µM (highest dose often 46 µM), for inactives: top-dose activity change, negative = inhibition, hits mostly inhibitors; 360,000 compounds, 2.1% hits; further: potency means the concentration at half of the fitted maximal effect; on the % scale 0 is the no-effect control and ±100 the full control effect; nearly all actives have a fitted effect of over 60% in size
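A549 ARE_Fluc cells, 5000/well, 5% FBS OPTI-MEM; compounds in dose-response, 18-24 h at 37 °C/5% CO2; CellTiter-Fluor viability read (Ex 405/Em 525), then BugLite luciferase luminescence = Nrf2 activity.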
Starred values were filed as active, the others as inactive; i = inactive; ? = inconclusive; . = no result given; & = joins results of further samples. Unless noted, the call rests on the fitted dose curve; in most records, active means well fitted curve in the direction sought with a large enough effect; inconclusive means small, poorly fitted or top-dose-only effect, or another doubt; inactive means no such curve, though single readings can be large; an effect the other way counts as inactive or inconclusive.

Sample of the layout:
SMILES	Abeta rescue	TGFb SMAD3 inh	A549 viability	CCT modulator	Nrf2 ARE act	MmCpn inh	pAkt inh	HepG2 tox	Nrf2 block
CCCCN(CCCC)CP(=O)(c1ccccc1)c1ccccc1	10%	?	-6%	1.8	0.4%	3%	i	-53%	-13%
Cn1c(C(=O)NCCCN2CCc3ccccc3C2)cc2c(=O)n(C)c3ccccc3c21	0%	21%	10%	-1.9	11%	0%	i	-7%	-5%
COc1ccc2nc3n(c(=O)c2c1)-c1ncccc1C(=O)NC3CC(C)C (stereo not drawn)	7%	2%	.	0.1	-0.2%	.	i	-4%	.

The list itself, from the start:
SMILES	Abeta rescue	TGFb SMAD3 inh	A549 viability	CCT modulator	Nrf2 ARE act	MmCpn inh	pAkt inh	HepG2 tox	Nrf2 block
CCCCN(CCCC)CP(=O)(c1ccccc1)c1ccccc1	10%	?	-6%	1.8	0.4%	3%	i	-53%	-13%
Cn1c(C(=O)NCCCN2CCc3ccccc3C2)cc2c(=O)n(C)c3ccccc3c21	0%	21%	10%	-1.9	11%	0%	i	-7%	-5%
COc1ccc2nc3n(c(=O)c2c1)-c1ncccc1C(=O)NC3CC(C)C (stereo not drawn)	7%	2%	.	0.1	-0.2%	.	i	-4%	.
Cc1ccccc1-c1nnc(CS(=O)(=O)c2ccccc2)o1	-12%	0%	1%	-0.3	-0.2%	1%	i	-11%	?
O=C(NCc1ccccn1)c1ccc(CNS(=O)(=O)c2cccc(Cl)c2)cc1	11%	-24%	0%	-0.7	-0.3%	0%	i	-20%	2%
COc1cccc2sc(N(CCCN(C)C)C(=O)C(c3ccccc3)c3ccccc3)nc12	3%	13µM*	3%	-3.4	-3.3%	1%	i	-108%	6%
CC1CCCC(C)N1CC(O)COc1ccc(Cl)cc1 (stereo not drawn)	7%	10%	-13%	2.6	-0.5%	1%	i	-3%	1%
COc1ccccc1CNc1ccc(CNc2ncn[nH]2)cc1	-10%	-14%	2%	0.0	0.1%	1%	i	-16%	11%
NC(=O)NOCc1ncc(C(F)(F)F)cc1Cl	19%	7%	-3%	-5.1	-0.2%	1%	i	9%	-1%
CN(Cc1ccccc1)c1ncnc2onc(-c3ccc(F)cc3)c12	-21%	5%	6%	.	0.5%	.	.	-7%	?
CCCNC(=O)CN1C(=O)CSc2ccc(S(=O)(=O)N3CCC(C)CC3)cc21	10%	-1%	-6%	.	0.0%	.	.	-9%	0%
CS(=O)(=O)N(CC(=O)N1CCN(c2ccc(F)cc2)CC1)C1CCCCC1	2%	?	6%	3.6	0.4%	-5%	i	-30%	10%
CC(C)(C)NS(=O)(=O)c1ccc(OCC(=O)Nc2ccc3c(c2)OCCO3)cc1	15%	-6%	-8%	-1.2	-0.1%	0%	i	6%	-19%
CN(C)S(=O)(=O)c1cccc2nsnc12	-1%	9%	8%	0.3	2.0%	1%	.	-9%	-26%
CC(=O)N1CCC(C(=O)Nc2nc(-c3ccccc3)ns2)CC1	-8%	1%	?	1.2	6.5%	0%	i	-20%	13%
COC(=O)N1[C@H](Cc2ccccc2)C=C[C@]1(C)C(=O)O	4%	-9%	0%	0.8	2.1%	0%	i	-17%	10%
CCN(CC)S(=O)(=O)c1ccc(C(=O)OCC(=O)NCCN2C(=O)CSC2=O)cc1	-6%	1%	4%	-2.0	-0.4%	1%	i	7%	7%
CCOC(=O)C1CCN(C(=O)c2ccco2)CC1	0%	-3%	1%	0.1	0.3%	1%	i	3%	.
COC(=O)c1ccc(CSc2nc3ccc(S(=O)(=O)N4CCOCC4)cc3[nH]2)cc1	2%	-13%	1%	-0.2	-0.1%	1%	i	26%	-4%
CCOc1ccc(NC(=O)CN(C)C(=O)c2n[nH]c(=O)c3ccccc23)cc1OCC	-3%	-28%	-5%	-1.6	-0.7%	2%	i	-28%	15%
Cn1c(Cn2c(=O)sc3ccccc32)nnc1SCC(=O)N1CCCC1	-5%	19%	11%	0.0	-0.8%	2%	i	15%	1%
COc1cc(-c2noc(C)c2C(=O)NCCc2c[nH]c3ccccc23)cc(OC)c1OC	9%	0%&52%	3%	-1.2	9.8%	-1%	i	-17%&14%	5%
O=C(NC1CCCCC1)C(=S)NCc1ccccc1	-2%	2%	5%	-0.3	-0.2%	-1%	i	-10%	?
CC1CCN(Cc2cc(=O)oc3cc4c(cc23)CCCC4)CC1	11%	-2%	17%	-1.6	-0.5%	1%	i	-15%	14%
O=C(c1cccc(S(=O)(=O)N2CCCC2)c1)N1CCCC(C(F)(F)F)C1 (stereo not drawn)	5%	-1%	-11%	-0.4	0.1%	0%	i	-4%	6%
CC(C)C(=O)Nc1ccc2c(c1)C(=O)N(CCC(=O)O)C2=O	-5%	0%	0%	-2.6	-0.7%	-4%	i	0%	-5%
COC(=O)c1ccc(Oc2ccc(C(C)(C)C)cc2)c([N+](=O)[O-])c1	-7%	2%	9%	2.1	-0.5%	0%	i	2%	?
Cc1cccc(Oc2ccc(NC(=O)CCC(=O)OCC(=O)c3ccc(Br)cc3)cc2)c1C	16%	-5%	-4%	.	0.4%	.	.	-91%	-8%
NS(=O)(=O)c1ccc(NC(=S)NC(=O)c2cccc(Br)c2)cc1	-2%	11%	-15%	-0.9	?	1%	i	0%	-16%
CS(=O)(=O)N1N=C(c2ccco2)CC1c1ccc(Cl)cc1 (stereo not drawn)	1%	-18%	-1%	-1.4	2.5%	2%	i	9%	27%
Cn1c(CNC(=O)CSc2n[nH]c(-c3ccccc3Cl)n2)nc2ccccc21	-9%	11%	7%	.	8.7%	.	.	0%	.
CCOC(=O)c1cc(-c2ccc(OC)cc2)n(CCC(=O)NC2CCCCC2)c1C	-11%	?	-10%	.	4.8%	.	.	-16%	.
CC1Cc2nc(SCC(=O)N3CCCC3)n(C)c(=O)c2S1 (stereo not drawn)	9%	-3%	-7%	-3.7	0.4%	3%	i	-10%	-9%
COc1cccc(C2=NN(S(C)(=O)=O)C(c3cn(-c4ccccc4)nc3-c3cccs3)C2)c1 (stereo not drawn)	-7%	-10%	-3%	.	2.6%	.	.	4%	-16%
O=C(Nc1ccc(C(=O)N2CCC(O)(c3ccc(Cl)c(C(F)(F)F)c3)CC2)cc1)c1ccc(Br)o1	7%	?	-11%	-1.2	3.0%	-17%	i	-4%	?
CCCCN(C)CCOc1ccccc1OCC	4%	5%	2%	-1.3	-0.2%	-1%	i	-2%	5%
C=Cn1ccnc1P(=S)(c1ccc2c(c1)c1ccccc1n2CC)c1nccn1C=C	30%	7%	-22%	-4.8	-0.5%	1%	i	-20%	?
CCOC(=O)c1c(-c2ccc(C)cc2)csc1NC(=O)CCSc1nnc2ccccn12	5%	-6%	9%	-4.5	0.3%	0%	i	-5%	?
CNC(=O)CSc1nnc(-c2cccnc2)n1CCc1ccccc1	25%	-6%	-8%	-0.6	0.4%	1%	i	2%	-9%
CCOc1cc(N2CCOCC2)c(OCC)cc1NC(=O)CSc1ccccc1C(=O)O	12%	2%	?	1.0	-0.3%	0%	i	-5%	5%
CC1CCN(S(=O)(=O)c2cccc(C(N)=O)c2)CC1	5%	8%	-6%	-1.5	-0.3%	-3%	i	1%	-1%
C/C(=N/NC(=O)CN1CCN(Cc2ccccc2Cl)CC1)c1ccncc1	?	-23%	6%	0.8	0.0%	-1%	i	-6%	-28%
CC1CCCCN1CCNC(=O)c1ccc2c(c1)N(Cc1ccccc1)C(=O)c1ccccc1S2(=O)=O (stereo not drawn)	9%	-7%	9%	1.5	0.7%	0%	i	-28%	-1%
CC12C=CC(=O)C=C1CCC1C2CCC2(C)C(C(=O)CO)CCC12 (stereo not drawn)	-16%	0%	2%	1.4	3.3%	.	i	3%	?
CC(/C=N/NC(=O)CSc1nc2ccccc2n1C)=C\c1ccco1	11%	?	9%	-1.3	13µM*	5%	i	-3%	12%
CCN1C(=O)C2(C(C#N)=C(N)Oc3cc(C)oc(=O)c32)c2ccccc21 (stereo not drawn)	4%	5%	-6%	-21	-0.6%	0%	i	-11%	0%
CCn1c(CC(=O)Nc2ccccc2)n[nH]c1=S	-7%	-18%	0%	0.1	-0.8%	0%	i	-9%	-5%
CC1(C)C(=O)Nc2ccccc2N1C(=O)COc1ncnc2c(Cl)cc(Cl)cc12	-5%	-18%	-23%	-1.3	-0.8%	0%	i	-22%	-27%
COc1ccc(Cl)cc1NC(=O)COC(=O)C(CC(C)C)N1C(=O)C2CC=CCC2C1=O (stereo not drawn)	-12%	?	-14%	0.9	3.3%	-1%	i	-31%	0%
O=S(=O)(c1ccc(SCc2c(F)cccc2Cl)nc1)N1CCCC1	-7%	?	.	0.1	0.4%	.	i	-31%	.
CCOCCCNC(=O)CCCn1nc(C)n2c(cc3sccc32)c1=O	6%	3%	6%	1.7	3.2%	0%	i	-26%	-8%
CCOC(=O)C1=C[C@@H](C(C)(C)C)N(S(=O)(=O)c2ccc(C)cc2)[C@H]1c1ccc(Cl)c(Cl)c1	-2%	?	.	2.8	-1.2%	.	i	-28%	.
CCOC(=O)C1CCN(C(=O)C2CCN(S(=O)(=O)c3cc(Cl)ccc3Cl)CC2)CC1	-1%	-19%	-5%	-3.1	0.0%	-1%	i	5%	?
COCCNC(=O)CSc1c(C)cnc2c1c(=O)n(C)c(=O)n2C	0%	17%	0%	.	0.6%	.	.	10%	.

Bioassay records as filed in PubChem.
